Bioassay records (PubChem)
SENP1 FRET inh – blocks the human SENP1 SUMO protease catalytic domain; recombinant SENP1 catalytic domain, CyPet-SUMO1-YPet FRET cleavage; 0.21% of 360,000 active; AID 624204; Q9P0U3; inhibition, % at 10 µM;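 active = inhibition at least 30% at 10 µM, raw YFP signal under a set limit, fluorescence ratio 0.5 to 1.5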;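 note: 0% = enzyme with DMSO and 100% = no enzyme wells; some results filed as inactive read as strong as hits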
Target sequence (Q9P0U3 419-644 limits assumed): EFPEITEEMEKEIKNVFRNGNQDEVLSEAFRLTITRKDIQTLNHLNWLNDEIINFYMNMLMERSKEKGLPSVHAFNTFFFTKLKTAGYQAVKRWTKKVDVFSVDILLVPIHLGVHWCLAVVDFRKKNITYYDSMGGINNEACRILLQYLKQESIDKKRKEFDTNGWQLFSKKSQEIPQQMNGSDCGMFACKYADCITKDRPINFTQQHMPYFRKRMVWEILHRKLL
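material = recombinant human SENP1 catalytic domain, His6-tagged | quantity = 20 pM enzyme | reagent = 25 nM SUMO1 FRET substrate | compound dosing = 10 µM single point, 0.5% DMSO | timing = 50 min enzyme reaction, room temperature, light-protected | detection = FRET, CFP and YFP emission | control set = no-enzyme low, enzyme-DMSO high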
hIAP activ – human IAP activation. P09923. activation factor at 10 µM. 0.16% of 330,000 active. purified human IAP, CDP-Star luminescence, 30 min; hits give high values; 1 = vehicle-only enzyme, 0 = enzyme-free background;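 active = activation factor of the enzyme at least 2-fold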; note: the source names both 10 and 20 µM as test concentration; values of inactives mirror those of a sister screen read the other way
mIAP act – mouse IAP activation; activation factor at 10 µM; muIAP, CDP-Star luminescence, 30 min; hits give high values; 1 = vehicle-only enzyme signal, 0 = enzyme-free wells; AID 2805; 0.24% of 330,000 active;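 active = activation factor of at least 2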; note: the source names both 10 and 20 µM as test concentration; values of inactives mirror those of a sister screen read the other way
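Assay system: mouse IAP enzyme; Reagent: CDP-Star chemiluminescent phosphatase substrate; Compound: DMSO-dissolved test compounds; Incubation: 30 min, room temperature; Technique: luminescence from enzymatic CDP-Star hydrolysis; Controls: DMSO-only wells and no-enzyme negative control.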
mIAP inh – blocks mouse intestinal alkaline phosphatase; AID 2806; 0.2% of 330,000 active; purified mouse IAP, CDP-Star luminescence, 30 min; inhibition, % at 10 µM;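 active = inhibition of at least 40% at 10 µM in the primary screen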;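 note: plate controls were DMSO with enzyme for no effect and no enzyme wells for full effect; values of inactives mirror those of a sister screen read the other way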
NLRP3 yeast inh – NALP3 inhibition in yeast | Yeast reconstituted NLRP3/ASC/caspase-1, beta-gal luminescence, 24 h | inhibition, % at 10 µM | 0.39% of 330,000 active | AID 2825;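 active = inhibition of 50% or more; inactive = inhibition below 50%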;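 note: plate controls were induced DMSO wells for no effect and uninduced yeast grown without galactose for full effect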
A3G deaminase – blocks human APOBEC3G single-stranded DNA deamination | recombinant A3G, ssDNA deamination FAM/TAMRA fluorescence | inhibition, % at 20 µM | 0.28% of 330,000 active;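 active = inhibition of at least 40% at 20 µM, with no more than 30% in the related APOBEC3A deaminase screen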;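 note: plate controls were DMSO wells with A3G for no effect and wells lacking A3G enzyme for full effect; some compounds called inactive have numbers as strong as hits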
Target sequence (Q9HC16 whole entry, looked up): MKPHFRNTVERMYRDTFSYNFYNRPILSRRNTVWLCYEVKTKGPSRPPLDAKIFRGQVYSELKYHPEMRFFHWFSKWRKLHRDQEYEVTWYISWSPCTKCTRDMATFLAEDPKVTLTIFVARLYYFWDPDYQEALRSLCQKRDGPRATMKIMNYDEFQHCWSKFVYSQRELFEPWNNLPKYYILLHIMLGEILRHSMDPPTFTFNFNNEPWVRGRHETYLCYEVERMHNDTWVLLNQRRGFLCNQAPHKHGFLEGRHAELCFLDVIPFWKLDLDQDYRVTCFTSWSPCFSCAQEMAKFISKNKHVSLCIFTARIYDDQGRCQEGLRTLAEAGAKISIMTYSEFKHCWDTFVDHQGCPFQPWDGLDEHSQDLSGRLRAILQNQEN
hIAP inh – human IAP inhibition; P09923; purified IAP, CDP-Star luminescence, 30 min; inhibition, % at 10 µM; 0.12% of 330,000 active; AID 2544;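 active = inhibition reaching a set limit with compound at 10 µM in the primary screen, cut at about 35% in these data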;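 note: plate controls were DMSO wells with enzyme for no effect and no-enzyme buffer wells for full effect; values of inactives mirror those of a sister screen read the other way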
A3A deaminase – blocks human APOBEC3A ssDNA deamination. recombinant A3A, FAM/TAMRA ssDNA deamination fluorescence. inhibition, % at 20 µM. 0.41% of 330,000 active. AID 493011;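 active = at least 40% inhibition at 20 µM here, with at most 30% in a related deaminase screen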;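 note: plate controls were A3A with DMSO for no effect and wells lacking A3A enzyme for full effect; some results filed as inactive read as strong as hits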
Target sequence (P31941 whole entry, looked up): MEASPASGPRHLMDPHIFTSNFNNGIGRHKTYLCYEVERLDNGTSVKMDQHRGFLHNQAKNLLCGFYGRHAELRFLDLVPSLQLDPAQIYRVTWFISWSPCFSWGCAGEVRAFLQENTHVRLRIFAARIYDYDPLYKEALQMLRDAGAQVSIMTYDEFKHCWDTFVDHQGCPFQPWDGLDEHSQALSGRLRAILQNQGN
MIN6 prolif – inducers of beta-cell replication in MIN6 cells. MIN6 cells proliferation, ATPlite luminescence, 48 h; cells starved in 0.2% serum; 100% = growth in 10% serum. proliferation, % at 10 µM. 0.29% of 330,000 active;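 active = compounds whose signal lies at least 3.5 SD above the mean of all wells on their plate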;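 note: 0% = DMSO-treated cells in low-serum medium and 100% = 10% serum control; some compounds called inactive have numbers as strong as hits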
Active calls of the source: *; x = no result given. Some of the compounds tested (hit frequency here may not be typical).

Start of the data: the first 13 compounds, to show the layout:
SMILES	SENP1 FRET inh	hIAP activ	mIAP act	mIAP inh	NLRP3 yeast inh	A3G deaminase	hIAP inh	A3A deaminase	MIN6 prolif
COc1cc(C2(c3ccc(O)c(OC)c3)C(=O)N(C)c3ccc(C)cc32)ccc1O	1	1	1	-2	8	-2	-1	-1	-2
Cc1cc2oc(=O)cc(CSc3nc(N)cc(N)n3)c2cc1C(C)C	-2	0.99	0.91	9	19	-8	1	-1	-1
Cc1ccc(S(=O)(=O)NCCCCCC(=O)Nc2c(C)n(C)n(-c3ccccc3)c2=O)cc1	1	1	1	-2	14	-3	-2	2	-2
O=C(CSc1nnc2ccc(-c3ccccn3)nn12)Nc1ccc(F)cc1F	1	1.1	0.98	2	-1	-9	-7	-4	4
CCOc1ccccc1NC(=O)c1cc(=O)[nH]c2ccc(S(=O)(=O)N3CCOCC3)cc12	1	1	1.1	-5	14	-5	0	6	-2
COc1ccc(C(=O)NCC2(c3ccccc3)CCOCC2)cc1	0	1.1	1	-1	15	4	-11	6	1
COc1ccc(N2CCN(CCNC(=O)Nc3cccc(C)c3C)CC2)cc1	2	0.94	1.1	-11	4	2	6	4	-1
Cn1c(SCC(=O)NCC2CCCO2)nc2c([nH]c3ccccc32)c1=O (configuration not stated)	2	0.84	1	-5	3	-5	16	-3	-2
Cc1ccccc1OCC(=O)N/N=C/c1cccc2cccnc12	1	1.6	1	-4	19	-6	-58	0	0
Cn1c(SCC(=O)Nc2cccnc2Cl)nnc1-c1ccco1	0	1.2	1	-3	3	-4	-25	1	0
OCc1ccc(-c2ccccc2)c(-c2ccccc2)c1	-2	0.91	0.97	2	-6	7	10	8	-3
Cc1ccc(S(=O)(=O)Nc2ccncc2)c(C)c1	2	0.87	0.98	2	16	-12	13	-4	-3
O=c1c(Cl)nc2cc(Cl)ccc2n1CCNc1ncc(C(F)(F)F)cc1Cl	-8	1	1	0	24	4	-3	4	-4

All compounds of this part, repeating the preview:
SMILES	SENP1 FRET inh	hIAP activ	mIAP act	mIAP inh	NLRP3 yeast inh	A3G deaminase	hIAP inh	A3A deaminase	MIN6 prolif
COc1cc(C2(c3ccc(O)c(OC)c3)C(=O)N(C)c3ccc(C)cc32)ccc1O	1	1	1	-2	8	-2	-1	-1	-2
Cc1cc2oc(=O)cc(CSc3nc(N)cc(N)n3)c2cc1C(C)C	-2	0.99	0.91	9	19	-8	1	-1	-1
Cc1ccc(S(=O)(=O)NCCCCCC(=O)Nc2c(C)n(C)n(-c3ccccc3)c2=O)cc1	1	1	1	-2	14	-3	-2	2	-2
O=C(CSc1nnc2ccc(-c3ccccn3)nn12)Nc1ccc(F)cc1F	1	1.1	0.98	2	-1	-9	-7	-4	4
CCOc1ccccc1NC(=O)c1cc(=O)[nH]c2ccc(S(=O)(=O)N3CCOCC3)cc12	1	1	1.1	-5	14	-5	0	6	-2
COc1ccc(C(=O)NCC2(c3ccccc3)CCOCC2)cc1	0	1.1	1	-1	15	4	-11	6	1
COc1ccc(N2CCN(CCNC(=O)Nc3cccc(C)c3C)CC2)cc1	2	0.94	1.1	-11	4	2	6	4	-1
Cn1c(SCC(=O)NCC2CCCO2)nc2c([nH]c3ccccc32)c1=O (configuration not stated)	2	0.84	1	-5	3	-5	16	-3	-2
Cc1ccccc1OCC(=O)N/N=C/c1cccc2cccnc12	1	1.6	1	-4	19	-6	-58	0	0
Cn1c(SCC(=O)Nc2cccnc2Cl)nnc1-c1ccco1	0	1.2	1	-3	3	-4	-25	1	0
OCc1ccc(-c2ccccc2)c(-c2ccccc2)c1	-2	0.91	0.97	2	-6	7	10	8	-3
Cc1ccc(S(=O)(=O)Nc2ccncc2)c(C)c1	2	0.87	0.98	2	16	-12	13	-4	-3
O=c1c(Cl)nc2cc(Cl)ccc2n1CCNc1ncc(C(F)(F)F)cc1Cl	-8	1	1	0	24	4	-3	4	-4
COc1ccccc1CNC(=O)c1cc(S(=O)(=O)N2CCCC2)cn1C	0	0.88	0.97	3	-5	-8	12	-5	0
CCCOc1ccc(C2C(C(=O)c3ccc(C)o3)=C(O)C(=O)N2Cc2ccco2)cc1OCC (configuration not stated)	-5	1.1	0.92	8	31	-6	-14	-2	-1
COc1cc2c(cc1OC)C1Cc3ccc(OC)c(OC)c3CN1CC2 (configuration not stated)	12	1.1	0.95	5	14	0	-9	1	-2
O=C(NC(=S)NCc1ccccc1)C1CCCCC1	1	1.1	1	-4	42	-3	-10	-3	-4
Cc1cccc(-c2noc(CN(C)C(=O)c3ccoc3C)n2)c1	1	0.92	0.95	5	-1	-9	8	-5	-2
Cc1ccc(CCNC(=O)C23C[C@H]4C[C@@H](C2)CC(n2nnc(C)n2)(C4)C3)cc1	1	1.2	0.88	12	-8	-1	-22	4	2
COc1ccc(C2=NN(C(=O)c3ccncc3)C(c3ccccc3O)C2)cc1 (configuration not stated)	-42	0.95	1	-1	10	-2	5	2	2
Cc1ccc(S(=O)(=O)N2CCOCC2)cc1NC(=O)COC(=O)c1cc[n+]([O-])cc1	-5	0.86	1	-2	25	-3	14	3	0
Cc1cccc(C)c1NC(=S)Nc1ccccc1C(=O)NCc1ccco1	-1	0.89	1	-5	-1	2	11	-1	0
Cc1nnc(NC(=O)c2ccccc2Oc2ccccc2)s1	1	0.91	0.97	2	25	-4	9	1	0
Cc1ccc2oc(=O)c3cc(C(=O)NCCCN4CCCC(C)C4)sc3c2c1 (configuration not stated)	-2	1	1.1	-7	18	15	-4	4	-4
CCCn1c(C)nc2cc(Cl)c(N3CCN(c4nc(-c5ccc(C)cc5)cs4)CC3)cc21	-12	0.96	0.94	6	20	-9	4	-4	-7

Following part
SMILES	SENP1 FRET inh	hIAP activ	mIAP act	mIAP inh	NLRP3 yeast inh	A3G deaminase	hIAP inh	A3A deaminase	MIN6 prolif
O=C(/C=C/c1ccc(Cl)cc1Cl)NCCN1CCOCC1	2	1	0.95	5	7	-3	-4	0	-3
O=C(NCc1cccnc1)c1ccc(Cn2cc(C(F)(F)F)ccc2=O)cc1	-2	0.94	0.92	8	-15	-10	6	-3	-2
Cc1ccc(NC(=O)[C@@H]2CCCN2S(=O)(=O)c2ccccc2C(F)(F)F)cc1S(=O)(=O)N1CCOCC1	0	1.1	1	0	17	-6	-10	-2	1
O=C1OC[C@H]2CCCN2C(=O)[C@@H](CC(=O)N(CCO)Cc2ccccc2)C/C=C\C[C@@H]1Cc1ccc(F)cc1	1	1.2	0.99	0	4	0	-20	2	-3
CC1(C)NC(=O)N(CC(=O)Nc2nc(-c3ccc(F)cc3)cs2)C1=O	1	0.89	0.95	5	5	-7	11	-4	-1
COc1ccc(NC(=S)NC(NC(=O)c2ccccc2Cl)C(Cl)(Cl)Cl)c([N+](=O)[O-])c1 (configuration not stated)	1	0.67	0.73	27	19	-1	34	0	-4
CC(C)(C)c1ccc(C(=O)CC(=O)c2cc(Cl)ccc2O)cc1	3	0.92	0.89	11	14	-8	8	0	-6
Cc1ccc(NC(=O)NC2CCN(CC(=O)Nc3nccs3)CC2)cc1	0	0.84	0.98	2	5	-6	16	-2	-1
O=C(Nc1cccc(S(=O)(=O)N2CCCCCC2)c1)c1ccc(=O)[nH]c1	0	1.1	0.95	5	17	-8	-9	-2	1
NC(=O)c1cc(S(=O)(=O)N2CCCC2)ccc1OCCOc1ccccc1F	0	0.99	1	-2	17	-9	1	-4	4
CCOC(=O)Cc1csc(NC(=O)COC(=O)/C=C/c2ccc(OC)cc2)n1	0	1	0.88	12	17	-8	-2	-2	-2
Cc1cc(-c2nnc(SCc3cccnc3)o2)no1	1	1.1	1	-4	-5	-6	-11	-2	-1
Fc1ccc(Sc2ccccc2CNC2=NCCN2)cc1	0	0.89	1.1	-5	38	18	11	32	0
CCO[C@@H]1OC(C(=O)N2CCN(C)CC2)=C[C@H](c2coc3ccccc3c2=O)[C@H]1CCCO	-2	0.97	1.1	-7	32	-10	3	-3	1
COC(=O)C(CC(C)C)NC(=O)C(N)Cc1ccccc1 (configuration not stated)	1	1	1	0	0	-5	-3	1	1
O=c1cc(CN2CCOCC2)c2cc(Cl)ccc2o1	4	1	0.96	4	-4	-9	-4	-1	-2
O=C(COc1cccc(F)c1)N1c2ccccc2Sc2ccccc21	1	0.9	0.95	5	14	2	10	2	0
CN1CCC(OC(=O)COc2ccccc2)CC1	1	1.1	0.99	0	16	-4	-10	-3	-1
Cc1ccc([C@@H]2[C@@H]3C(=O)N(C)C(=O)[C@@H]3[C@]3(Cc4ccccc4)C(=O)N(Cc4ccccc4)CC(=O)N23)o1	-3	0.88	1	-4	-3	-8	12	0	1
COCC1CCCCN1C(=O)c1cccc(OC2CCN(S(C)(=O)=O)CC2)c1 (configuration not stated)	2	0.82	0.94	6	3	-1	18	0	-5
CNS(=O)(=O)c1cccc(C(=O)OCC(=O)c2ccc[nH]2)c1	-8	1.1	1.1	-6	1	8	-6	15	-3
Cc1cccc(N/C(N)=N/c2nc(C)cc(C)n2)c1	-5	1.2	1.1	-8	8	-4	-24	-3	-4
CCCNC(=O)Nc1nccs1	3	0.95	1	-2	-11	-5	5	-4	-2
O=C(CSc1nnc(NC(=O)c2ccccc2Cl)s1)Nc1ccc2c(c1)oc1ccccc12	x	0.87	0.94	6	5	-23	13	-1	0
CCOC(=O)NC(Nc1cc(C)ccn1)(C(F)(F)F)C(F)(F)F	4	1.2	0.97	3	11	-6	-19	-6	2

Carrying on:
SMILES	SENP1 FRET inh	hIAP activ	mIAP act	mIAP inh	NLRP3 yeast inh	A3G deaminase	hIAP inh	A3A deaminase	MIN6 prolif
CN(C(=O)CS(=O)(=O)c1cn(CC(=O)N2CCCC2)c2ccccc12)c1ccccc1	-1	1.2	1	0	11	-8	-20	-3	1
COc1ccc(-n2c(C)cc(C(=O)CCl)c2C)cc1	1	0.94	1	-2	-55	-5	6	0	-7
c1ccc(N2CCOCCOCCOCCOCCOCC2)cc1	2	1.1	0.93	7	5	-2	-6	2	-1
COc1ccc(NC(=O)c2cccc(OC(F)F)c2)cc1Cl	1	0.87	1.1	-6	1	-8	13	-3	-2
CCCCNC(=O)COC(=O)c1ccc(Cl)c(S(=O)(=O)N2CCCC2)c1	2	1	1.2	-16	3	-3	-4	1	4
O=C(c1ccco1)N1CCCN(Cc2cn[nH]c2-c2ccc(-c3ccccc3)cc2)CC1	1	1.2	0.95	5	17	-3	-20	-2	-1
Cc1cc(NC(=O)CSCC(=O)Nc2nc3c(C)cccc3s2)no1	-24	1.1	1	-1	1	-4	-10	1	-2
COC(=O)c1ccc(/C=C2/SC(=S)N(CCC(=O)NCCCN3CCOCC3)C2=O)cc1	-22	1.1	0.86	14	29	-10	-15	-10	-1
O=C(CN1CCN(c2ccccc2O)CC1)Nc1ccc2c(c1)OCCCO2	-1	1.1	1.1	-14	24	-5	-14	-4	-2
COCC(=O)Nc1cc(=O)n(C)c(=O)n1C	-1	0.9	1	-4	31	-8	10	-6	-2
O=S(=O)(NCCSc1ccccn1)c1ccc(Br)cc1	0	0.96	0.95	5	24	-4	4	2	2
